USP2a block: qHTS Assay for Inhibitors of Ubiquitin-specific Protease USP2a Using CHOP2 as the Reporter | Ubiquitin carboxyl-terminal hydrolase 2 (Homo sapiens), O75604 | USP2 core, Ub-CHOP2 coupled fluorogenic reporter, 485/531 | Potency, µM (doses to about 38.3 µM), for the others: at the highest dose activity change, negative = inhibition, hits mostly inhibitors | actives 0.01% (n = 330,000) | AID 463254, 2010;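 note: potency is the fitted concentration of half-maximal effect; plate controls were DMSO wells for no effect and full inhibition by NEM control for full effect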
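Cell-free coupled assay: 10nM USP2 core preincubated 30min RT with compound in Tris-HCl pH 8.0/CaCl2/CHAPS buffer, then 25nM Ub-CHOP2 and 25nM reporter substrate; fluorescence (Ex 485/Em 531) read after 60min RT, normalized to NEM inhibition, concentration-response curves fitted.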
Tb PFK inh: qHTS Assay to Find Inhibitors of T. brucei phosphofructokinase | Potency, µM (doses to about 57.5 µM), for the others: at the top dose activity, negative = inhibition, usual class: inhibitors | T. brucei PFK, ADP-Glo luminescence | actives 0.17% (n = 330,000) | AID 485367, 2010;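 note: potency is the fitted concentration of half-maximal effect; 0% = uninhibited 1x PFK enzyme wells and -100% = no-enzyme wells; nearly all actives have a fitted effect of over 60% in size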
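1.25 nM PFK with 0.5 mM F6P and 0.1 mM ATP in 0.1 M TEA pH 8.0, 5 mM MgCl2, incubated 45 min at room temperature; ADP measured by ADP-Glo luminescence; compounds titrated up to 57 uM.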
BCR signal inh: qHTS Assay to Find Inhibitors of Chronic Active B-Cell Receptor Signaling. actives 0.05% (n = 340,000). Potency, µM (titrated, usually from 46.1 µM), for inactives: top-dose ratio change, negative = lower green/red ratio, most hits filed as inhibitors. AID 493014, 2011. ABC-DLBCL IkBa-CBG/CBR reporter, luminescence ratio, 4 h; active = well fitted inhibition curve with a large enough effect in the signal ratio, with a control signal flat, not every such curve was filed as active; inconclusive = small, poorly fitted or top-dose-only effect, or effect the other way, or a change in a side signal; the % refers to the signal ratio;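 note: potency is the fitted concentration of half-maximal effect; plate controls were basal doxycycline-induced cells for no effect and cells given 10 µM MG132 for full effect; MG132 reads +100%, hits lower the ratio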
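Concentration-response series (up to 46 uM) were applied to TMD8 dual-reporter cells for 4 h at 37C with doxycycline. Green/red ratio, after filter-overlap correction, defined %Activity; red signal alone was normalised to basal cells and zero luminescence.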
TSHR antag: Antagonists of the Thyroid Stimulating Hormone Receptor: HTS campaign | TSHR-expressing cells, TSH-stimulated cAMP HTRF, 2 h; hits give low values | activity change, negative = inhibition, % at 11.5 µM | actives 0.2% (n = 330,000);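 active = activity change below a set negative limit, meaning inhibition stronger than a set level, cut at about -70% in these data; inconclusive = activity change between two set negative limits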; note: % is set by controls: 0 for no effect and ±100 for the full control effect
Target sequence (P16473 whole entry, looked up): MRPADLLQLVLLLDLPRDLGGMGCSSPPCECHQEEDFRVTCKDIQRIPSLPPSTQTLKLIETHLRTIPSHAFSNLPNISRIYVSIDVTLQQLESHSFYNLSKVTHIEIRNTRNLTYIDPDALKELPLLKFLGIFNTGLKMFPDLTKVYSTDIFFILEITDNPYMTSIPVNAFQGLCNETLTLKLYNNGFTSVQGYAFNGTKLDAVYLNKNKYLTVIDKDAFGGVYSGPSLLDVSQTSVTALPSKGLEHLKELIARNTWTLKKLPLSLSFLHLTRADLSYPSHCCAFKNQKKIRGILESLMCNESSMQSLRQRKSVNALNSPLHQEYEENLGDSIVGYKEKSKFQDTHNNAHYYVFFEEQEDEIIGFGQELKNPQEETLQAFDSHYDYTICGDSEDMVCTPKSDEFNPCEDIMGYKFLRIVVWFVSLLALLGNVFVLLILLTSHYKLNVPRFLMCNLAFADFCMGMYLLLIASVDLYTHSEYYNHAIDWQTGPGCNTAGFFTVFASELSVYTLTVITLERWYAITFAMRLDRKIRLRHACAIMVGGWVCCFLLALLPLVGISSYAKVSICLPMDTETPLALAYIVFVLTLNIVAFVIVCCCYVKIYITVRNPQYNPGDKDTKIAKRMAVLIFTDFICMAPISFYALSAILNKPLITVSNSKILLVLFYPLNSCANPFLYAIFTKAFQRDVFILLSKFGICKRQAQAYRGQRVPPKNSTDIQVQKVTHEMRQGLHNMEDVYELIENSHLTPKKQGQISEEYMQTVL
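Inhibition of cAMP made by TSHR-expressing cells under TSH stimulation (4nM final, EC80; 2 h, 37 deg C) is quantified with a one-step lysis HTRF kit, anti-cAMP cryptate versus cAMP-d2.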
B2AR arrestin: qHTS assay of beta-arrestin-biased ligands of beta2-adrenergic receptor. beta-arrestin recruitment to beta2AR, cell-based reporter. Potency, µM (top dose mostly 46.1 µM), without a hit: at the top dose activation, actives largely listed as activators. actives 0.02% (n = 330,000);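 note: potency is the fitted concentration of half-maximal effect; 0% = DMSO controls and full agonism = EC100 isoproterenol or metaproterenol; nearly all actives have a fitted effect of over 65% in size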
uPA surface inh: qHTS for Inhibitors of Cell Surface uPA Generation. Potency, µM (top dose mostly 38.3 µM), inactives show at the top dose activity change, negative = inhibition, hits mostly inhibitors. actives 0.31% (n = 330,000). AID 540303, 2011. cell surface uPA generation assay, qHTS; active = well fitted inhibition curve with a large enough effect; inconclusive = small, poorly fitted or top-dose-only effect; inactive = no such curve, though single readings can be large or run the other way; tested in mouse RAW 264.7 cells; note: potency is the fitted concentration of half-maximal effect; % is set by controls: 0 for no effect and ±100 for the full control effect; nearly all actives have a fitted effect of over 55% in size
Mito fusion yeast: qHTS Assay for Small Molecule Inhibitors of Mitochondrial Division or Activators of Mitochondrial Fusion; S. cerevisiae fusion-defective mutant growth rescue, CellTiterGlo 48 h; AID 485298, 2010; actives 0.23% (n = 320,000); Potency, µM (doses to about 46.1 µM), for inactives: top-dose growth rescue (activation), actives largely listed as activators;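 note: potency is the fitted concentration of half-maximal effect; % of control where 0% means no effect; nearly all actives have a fitted effect of over 45% in size; temperature-sensitive fusion mutants such as fzo1-1 at 37 °C on non-fermentable ethanol glycerol medium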
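Temperature-sensitive fusion-defective S. cerevisiae (e.g. fzo1-1, mgm1-5) were grown with compound in YPEG medium (3% ethanol, 3% glycerol) for 48 hours at 37C. Growth rescue was measured as viability by CellTiterGlo luminescence after 10 minutes at ambient.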
ELG1 repair inh: qHTS screen for small molecules that inhibit ELG1-dependent DNA repair in human embryonic kidney (HEK293T) cells expressing luciferase-tagged ELG1; HEK293T ELG1-luciferase reporter, luminescence, 16 h; DNA damage induced by 5-fluorouridine; Potency, µM (titrated, usually from 46.1 µM), without a hit: top-dose activity change, negative = inhibition, most hits filed as inhibitors; actives 2.3% (n = 330,000); note: potency is the fitted concentration of half-maximal effect; % is set by controls: 0 for no effect and ±100 for the full control effect; nearly all actives have a fitted effect of over 55% in size
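DMSO vehicle served as the neutral condition. Each well held 2,000 cells given 5-fluorouridine plus compound; after 16 hr at 37 °C/5% CO2, ONE-Glo was added and luciferase measured 30 min later.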
Eya2 inh: qHTS Assay for Inhibitors of the Phosphatase Activity of Eya2. AID 488837, 2010. recombinant Eya2, OMFP fluorescence dephosphorylation (OMFP is methylfluorescein phosphate). Potency, µM (top dose mostly 76.9 µM), for inactives: at the highest dose activity, negative = inhibition, hits mostly inhibitors. actives 0.006% (n = 330,000); note: potency is the fitted concentration of half-maximal effect; % is set by controls: 0 for no effect and ±100 for the full control effect
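Eya2 protein (added as 0.2 uM solution) was preincubated with compound for 10 min at ambient temperature in 50 mM HEPES pH 7.5, 50 mM NaCl, 5 uM MgCl2, 0.05% BSA, 1 mM DTT. OMFP (added at 50 uM) then reacted 10 min; fluorescence read at 485/525 nm.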
TSG101-PTAP inh: qHTS Assay for Iinhibitors of HIV-1 Budding by Blocking the Interaction of PTAP/TSG101 | Tumor susceptibility gene 101 protein (Homo sapiens), Q99816 | Fluorescence polarization, FITC-PTAP peptide / Tsg101 binding | Potency, µM (series often up to 115 µM), for inactives: at the top dose activity change, negative = inhibition, actives largely listed as inhibitors | 340,000 tested, under 10 active | AID 493005, 2010; active = well fitted inhibition curve with a large enough effect in the main read-out, with a control signal flat, not every such curve was filed as active; inconclusive = small, poorly fitted or top-dose-only effect, or effect the other way, or a change in a side signal; inactive = no such curve, though single readings can be large or run the other way; note: potency is the fitted concentration of half-maximal effect; % of control where 0% means no effect
Target sequence (Q99816 whole entry, looked up): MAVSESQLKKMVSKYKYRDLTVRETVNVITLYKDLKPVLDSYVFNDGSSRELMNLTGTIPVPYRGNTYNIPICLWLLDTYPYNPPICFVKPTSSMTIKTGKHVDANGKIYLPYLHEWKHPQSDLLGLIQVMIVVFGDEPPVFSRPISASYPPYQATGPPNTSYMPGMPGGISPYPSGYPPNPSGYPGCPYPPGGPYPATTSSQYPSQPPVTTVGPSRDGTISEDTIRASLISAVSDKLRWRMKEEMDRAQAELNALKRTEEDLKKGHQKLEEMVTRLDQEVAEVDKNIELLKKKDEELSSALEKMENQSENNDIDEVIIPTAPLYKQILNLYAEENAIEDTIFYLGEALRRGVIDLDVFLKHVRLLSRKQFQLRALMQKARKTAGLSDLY
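Steps: Tsg101 binding domain dispensed (10 uM final), compounds pinned in DMSO, FITC-labeled PTAP-motif peptide added (50 nM final); after 20 min binding at room temperature, polarization measured.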
TCR act: Activators of T cell receptors: qHTS campaign; primary human leukocytes, anti-CD3, IL-2 HTRF, 48 h; 330,000 tested, under 10 active; Potency, µM (series often up to 9.22 µM), for the others: top-dose activation of IL-2 secretion, hits mostly activators; note: % of control where 0% means no effect
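TCR engagement came from a-CD3 beads alone, with compounds added to primary human leukocytes for 48 hr. Secreted IL-2 bridged europium cryptate- and d2-labelled anti-IL-2 antibodies, giving FRET emission at 665nm after 320nm excitation.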
* = called active by the depositor; [ ] = dose if it differs, or a comment. Unless noted, calls come from the whole dose curve; as a rule, active = well fitted curve in the direction sought with a large enough effect; inconclusive = small, poorly fitted or top-dose-only effect, or another doubt; inactive = no such curve, though single readings can be large; an effect the other way counts as inactive or inconclusive.

For COc1c(C)cc(S(=O)(=O)NCCN2CCOCC2)c(C)c1C the results were USP2a block 0.1%, Tb PFK inh 0.8%, BCR signal inh 1.3%, TSHR antag -14.7, B2AR arrestin 2.8%, uPA surface inh 4.2%, Mito fusion yeast 2.9%, ELG1 repair inh -15.5%, Eya2 inh -4.5%, TSG101-PTAP inh -5.1% and TCR act 3.0%.
Cc1ccc(NC(=S)NC2CC3CCC(C2)N3Cc2ccco2)c(C)c1 (stereo unspecified) was read as USP2a block 1.3%, Tb PFK inh 0.4%, BCR signal inh 2.3%, TSHR antag -8.3, B2AR arrestin -0.9%, uPA surface inh -1.1%, Mito fusion yeast 0.1%, ELG1 repair inh 23.8%, Eya2 inh 19.4% and TSG101-PTAP inh -6.4%.
CSC1=C(C#N)C(CC(C)C)C2=C(CCCC2=O)N1 (stereo unspecified) was read as USP2a block 0.3%, Tb PFK inh 3.8%, BCR signal inh 1.1%, TSHR antag -25.0, B2AR arrestin -0.1%, uPA surface inh 3.4%, Mito fusion yeast 4.6%, ELG1 repair inh inconclusive, Eya2 inh 24.6%, TSG101-PTAP inh -3.4% and TCR act -0.3%.
`CCCCCCNC(=O)c1cc(-c2ccco2)nc2ccccc12` gave USP2a block -17.2%, Tb PFK inh -24.4%, BCR signal inh inconclusive, TSHR antag 6.1, B2AR arrestin 6.7%, uPA surface inh 2.5%, Mito fusion yeast 2.4%, ELG1 repair inh -16.0%, Eya2 inh -28.9%, TSG101-PTAP inh -3.7% and TCR act -0.4%[46.1 µM].
COc1ccc(Cl)cc1NC(=O)NNC(=O)c1ccccn1 was read as USP2a block 0.3%, Tb PFK inh 1.2%, BCR signal inh -2.8%, TSHR antag 1.2, B2AR arrestin 0.0%, uPA surface inh -16.4%, Mito fusion yeast 2.7%, ELG1 repair inh 3.5%, Eya2 inh 14.3%, TSG101-PTAP inh -1.5% and TCR act -5.4%.
`Cc1ccc2c(Cl)c(C(=O)Nc3ccc4c(c3)OCO4)sc2c1` gave USP2a block 5.2%, Tb PFK inh -0.2%, BCR signal inh -1.8%, TSHR antag 10.3, B2AR arrestin -1.5%, uPA surface inh -3.2%, Mito fusion yeast -0.3%, ELG1 repair inh inconclusive, Eya2 inh 4.8%, TSG101-PTAP inh -0.5% and TCR act 1.8%[46.1 µM].
For O=C(NCc1ccncc1)Nc1ccc(F)cc1 the results were USP2a block -0.5%, Tb PFK inh 0.0%, BCR signal inh 0.0%, TSHR antag 5.9, B2AR arrestin -0.3%, uPA surface inh 7.7%, Mito fusion yeast -4.0%, ELG1 repair inh 1.9%, Eya2 inh 9.4%, TSG101-PTAP inh -1.3% and TCR act 4.9%.
Screening O=C(NC1CCCC1)C1C2C=CC(C2)C1C(=O)N1CCOCC1 (stereo unspecified) returned USP2a block inconclusive, Tb PFK inh 0.2%, BCR signal inh -4.1%, TSHR antag -1.0, B2AR arrestin -0.3%, uPA surface inh 3.4%, Mito fusion yeast 3.1%, ELG1 repair inh 1.2%, Eya2 inh 6.7%, TSG101-PTAP inh -4.0% and TCR act -0.6%.
For Cc1nn(CC(=O)NCCCN2CCCCC2C)c(=O)c2cccn12 (stereo unspecified) the results were USP2a block 2.9%, Tb PFK inh 0.9%, BCR signal inh -2.9%, TSHR antag 3.4, B2AR arrestin -0.3%, uPA surface inh 1.3%, Mito fusion yeast 1.3%, ELG1 repair inh 1.9%, Eya2 inh 7.2%, TSG101-PTAP inh -0.8% and TCR act 1.9%.
O=C(O)c1cccc(CSc2nnc(COc3ccccc3)o2)c1 was read as USP2a block -0.1%, Tb PFK inh -0.5%, BCR signal inh inconclusive, TSHR antag 0.0, B2AR arrestin -0.1%, uPA surface inh -0.7%, Mito fusion yeast 5.9%, ELG1 repair inh 25.6%, Eya2 inh -4.4%, TSG101-PTAP inh 1.5% and TCR act 0.0%.
Screening COc1ccccc1NC(=O)Cc1nnc(SCC(=O)Nc2ccc(F)cc2F)n1C returned USP2a block -5.2%, Tb PFK inh 1.2%, BCR signal inh inconclusive, TSHR antag 0.3, B2AR arrestin -0.3%, uPA surface inh 1.8%, Mito fusion yeast -1.1%, ELG1 repair inh 2.2%, Eya2 inh 0.2%, TSG101-PTAP inh -4.0% and TCR act -5.9%.
Screening Cc1ccc(S(=O)(=O)N2CCN(CC(=O)N/N=C/c3cc([N+](=O)[O-])ccc3Cl)CC2)cc1 returned USP2a block -4.9%, Tb PFK inh -0.7%, BCR signal inh 3.2%, TSHR antag 9.9, B2AR arrestin 0.0%, uPA surface inh -4.5%, Mito fusion yeast -0.2%, ELG1 repair inh -1.1%, Eya2 inh -1.5%, TSG101-PTAP inh -0.8% and TCR act -7.4%[46.1 µM].
For CCOc1ccc(N/C(=N/c2nc(C)cc(C)n2)NC(C)=O)cc1 the results were USP2a block 6.2%, Tb PFK inh 0.6%, BCR signal inh -3.0%, TSHR antag 0.4, B2AR arrestin 0.3%, uPA surface inh -0.7%, Mito fusion yeast inconclusive, ELG1 repair inh -1.5%, Eya2 inh 8.0%, TSG101-PTAP inh -1.1% and TCR act 0.6%.
Screening Cc1onc(-c2c(F)cccc2Cl)c1C(=O)Nc1ccc(Cl)c(S(=O)(=O)N(C)C)c1 returned USP2a block -5.4%, Tb PFK inh 6.5%, BCR signal inh -8.6%, TSHR antag -24.2, B2AR arrestin -1.0%, uPA surface inh 2.7%, Mito fusion yeast -6.7%, ELG1 repair inh inconclusive, Eya2 inh 8.5%, TSG101-PTAP inh 0.1% and TCR act -12.0%.
For O=C(NC1CC1)c1sc2cc(Cl)ccc2c1Cl the results were USP2a block 1.4%, Tb PFK inh -6.9%, BCR signal inh 4.3%, TSHR antag -14.0, B2AR arrestin 0.0%, uPA surface inh -5.4%, Mito fusion yeast 5.3%, ELG1 repair inh inconclusive, Eya2 inh 8.8%, TSG101-PTAP inh -0.3% and TCR act 2.1%.
Cn1c(/C=C/c2ccccc2)nc2ccccc21 was read as USP2a block -0.6%, Tb PFK inh inconclusive, BCR signal inh inconclusive, TSHR antag -0.3, B2AR arrestin -1.3%, uPA surface inh 3.98µM*, Mito fusion yeast -12.2%, ELG1 repair inh inconclusive, Eya2 inh 0.0%, TSG101-PTAP inh -6.9% and TCR act 0.0%.
`CCOC(=O)c1cnn(Cc2cccc(Cl)c2)c1C` gave USP2a block 0.7%, Tb PFK inh 0.1%, BCR signal inh inconclusive, TSHR antag -4.3, B2AR arrestin 0.5%, uPA surface inh 1.5%, Mito fusion yeast -2.8%, ELG1 repair inh -19.5%, Eya2 inh 7.7%, TSG101-PTAP inh -0.4% and TCR act 0.9%.
Screening Cc1c(C)c2ccc(O[C@@H]3O[C@H](CO)[C@H](O)[C@H](O)[C@H]3O)cc2oc1=O returned USP2a block 0.0%, Tb PFK inh 1.7%, BCR signal inh 0.0%, TSHR antag 2.7, B2AR arrestin -0.2%, uPA surface inh 0.2%, Mito fusion yeast 5.6%, ELG1 repair inh 16.6%, Eya2 inh 13.4%, TSG101-PTAP inh -12.0% and TCR act -4.8%.
`Cn1cc(Br)c(C(=O)NC2C3CC4CC(C3)CC2C4)n1` (stereo unspecified) gave USP2a block -0.5%, Tb PFK inh 6.9%, BCR signal inh 5.5%, TSHR antag -7.0, B2AR arrestin -0.2%, uPA surface inh -2.3%, Mito fusion yeast inconclusive, ELG1 repair inh 4.9%, Eya2 inh -20.6%, TSG101-PTAP inh -7.2% and TCR act -2.9%[46.1 µM].
For COCCN(CC(=O)Nc1cccc(C)c1C)C(=O)c1cc2c(s1)CCC2 the results were USP2a block 3.4%, Tb PFK inh inconclusive, BCR signal inh -0.3%, TSHR antag 0.5, B2AR arrestin -0.1%, uPA surface inh -0.6%, Mito fusion yeast 2.7%, ELG1 repair inh 5.1%, Eya2 inh 20.7%, TSG101-PTAP inh -3.2% and TCR act 0.9%.
`COc1ccccc1NC(=O)c1ccc(NC(=O)C2COc3ccccc3O2)cc1` (stereo unspecified) gave USP2a block 3.6%, Tb PFK inh -1.2%, BCR signal inh -1.4%, TSHR antag 10.8, B2AR arrestin -1.1%, uPA surface inh 5.3%, Mito fusion yeast 19.1%, ELG1 repair inh 3.2%, Eya2 inh 0.7%, TSG101-PTAP inh -6.1% and TCR act -0.1%.
